Screening data deposited in PubChem BioAssay by National Center for Advancing Translational Sciences (NCATS).
GLP1R ag = qHTS of GLP-1 Receptor Agonists; Glucagon-like peptide 1 receptor (Homo sapiens), P43220; HEK293 GLP-1R CRE-luciferase, luminescence, 4-6 h; cells express a hypersensitive GLP-1R form; Potency, µM (doses to about 45.6 µM), for inactives: at the top dose activation, hits mostly activators; actives 0.007% (n = 380,000); AID 624172, 2012; further: potency means the concentration at half of the fitted maximal effect; % of control where 0% means no effect
KB-V1 cytotox = qHTS assay for MDR1-selective chemotherapeutics: Primary screen using the drug-selected MDR subline cells KB-V1; KB-V1 MDR cells viability, CellTiter-Glo, 72 h; Potency, µM (highest dose often 46.1 µM), without a hit: at the highest dose activity change, negative = cytotoxicity, hits mostly cytotoxic; actives 3.4% (n = 400,000); AID 1347076, 2019; further: potency means the concentration at half of the fitted maximal effect; on the % scale 0 is the no-effect control and ±100 the full control effect; nearly all actives have a fitted effect of over 60% in size
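Cytotoxicity via CellTiter-Glo luminescence after 72 h compound exposure at 37 degrees C. Cells: drug-selected KB-V1 line, DMEM phenol-red free plus 10% FBS. Compounds tested at multiple concentrations; normalized data fitted to concentration-effect curves.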
aSyn yeast inh = qHTS of alpha-syn Inhibitors. Potency, µM (highest dose often 46.1 µM), inactives show top-dose growth rescue (activation), hits mostly activators. Yeast expressing alpha-synuclein, growth rescue, BacTiter-Glo, 24 h. actives 0.14% (n = 370,000). AID 652106, 2013; further: potency means the concentration at half of the fitted maximal effect; % of control where 0% means no effect; nearly all actives have a fitted effect of over 65% in size
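Screening used galactose-induced yeast with toxic alpha-synuclein levels, exposed to compound for 24 hr at 30 deg C. Cell growth, read with BacTiter-Glo luminescence, gave the measured signal.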
HEK293 tox = qHTS of GLP-1 Receptor Inverse Agonists: Cytotox Screen. Potency, µM (top dose mostly 38.3 µM), for inactives: at the top dose activity change, negative = inhibition, actives largely listed as inhibitors. AID 624418, 2012. actives 0.13% (n = 410,000). HEK293 cAMP-luciferase reporter cells, luminescence, 24 h;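 further: loss of luciferase light is scored as toxicity; potency means the concentration at half of the fitted maximal effect; on the % scale 0 is the no-effect control and ±100 the full control effect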
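A 23 nL compound transfer followed 12 hours of cell culture at 37 deg C; exposure then lasted 24 hr. Luciferase assay detection reagent was dispensed and plates read for luminescence after a 12 min room-temperature wait.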
GLP1R inv ag = qHTS of GLP-1 Receptor Inverse Agonists (Inhibition Mode); actives 1.6% (n = 410,000); Potency, µM (titrated, usually from 38.3 µM), for the others: at the top dose activity change, negative = inhibition, actives largely listed as inhibitors; HEK293 GLP-1R CRE-luciferase, luminescence, 24 h; GLP-1R form is constitutively active; further: potency means the concentration at half of the fitted maximal effect; on the % scale 0 is the no-effect control and ±100 the full control effect; nearly all actives have a fitted effect of over 55% in size
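Luminescence readout: a drop in cAMP-driven luciferase signal flags inverse agonism at a constitutively active GLP-1R stably expressed in HEK293. Compound exposure lasted 24 hr at 37 deg C, 5% CO2.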
PTHR1 ag = qHTS for PTHR1 Agonists: Primary Screen. HEK293 GP2 PTHR1 cells, GloSensor cAMP luminescence, 1 h. Potency, µM (highest dose often 115 µM), without a hit: top-dose activation, most hits filed as activators. actives 0.075% (n = 410,000). AID 743266, 2014; further: potency means the concentration at half of the fitted maximal effect; nearly all actives have a fitted effect of over 55% in size; some results filed as inactive show a strong effect at the top dose; inactives centre near -15; many of its hits are not listed in these tables
Target sequence (Q03431 whole entry, looked up): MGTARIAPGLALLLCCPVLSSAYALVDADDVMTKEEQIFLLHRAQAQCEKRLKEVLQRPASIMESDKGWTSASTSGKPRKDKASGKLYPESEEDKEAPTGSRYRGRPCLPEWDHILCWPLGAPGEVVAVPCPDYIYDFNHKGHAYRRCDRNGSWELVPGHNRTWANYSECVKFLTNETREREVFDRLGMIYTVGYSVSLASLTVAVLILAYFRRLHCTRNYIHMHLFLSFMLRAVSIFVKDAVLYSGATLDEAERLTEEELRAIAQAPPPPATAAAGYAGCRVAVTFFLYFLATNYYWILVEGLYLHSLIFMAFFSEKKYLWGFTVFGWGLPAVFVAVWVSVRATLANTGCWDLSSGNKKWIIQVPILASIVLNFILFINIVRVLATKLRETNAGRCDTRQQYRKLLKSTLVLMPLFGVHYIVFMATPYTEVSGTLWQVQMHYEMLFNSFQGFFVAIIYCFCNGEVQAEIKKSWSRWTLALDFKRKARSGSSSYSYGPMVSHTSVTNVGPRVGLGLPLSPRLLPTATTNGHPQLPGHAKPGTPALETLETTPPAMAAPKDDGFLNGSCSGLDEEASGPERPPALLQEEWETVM
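HEK-293-derived GP2 cells expressing PTHR1 and a GloSensor cAMP reporter, 3,000/well, plated overnight, given luciferin plus IBMX (each 0.5 mM as added) for 1 h at 37 °C, then compound for 1 h at 37 °C. Luminescence was read after 15 min at room temperature.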
TDP-43 yeast inh = qHTS of TDP-43 Inhibitors; TDP-43 expressing yeast growth rescue, BacTiter-Glo, 24 h; Potency, µM (series often up to 46.1 µM), for inactives: top-dose growth rescue (activation), actives largely listed as activators; actives 1.8% (n = 410,000); AID 652104, 2013; further: potency means the concentration at half of the fitted maximal effect; % of control where 0% means no effect; nearly all actives have a fitted effect of over 50% in size
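Yeast expressing TDP-43 (pregrown in raffinose, seeded at OD600=0.02 in galactose medium) exposed to compounds 24 hr at 30 deg C. Growth read by BacTiter-Glo luminescence; rescue of toxicity appears as increased signal.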
D3 ag = qHTS of D3 Dopamine Receptor Agonist: qHTS; max activation, %; D3R DiscoveRx beta-arrestin cells, luminescence, 90 min; D(3) dopamine receptor (Homo sapiens), P35462; actives 0.58% (n = 410,000); in the data active means max activation above about 30%; further: 0% is about no effect; mostly tested at two doses, the higher about 12 µM
Target sequence (P35462 whole entry, looked up): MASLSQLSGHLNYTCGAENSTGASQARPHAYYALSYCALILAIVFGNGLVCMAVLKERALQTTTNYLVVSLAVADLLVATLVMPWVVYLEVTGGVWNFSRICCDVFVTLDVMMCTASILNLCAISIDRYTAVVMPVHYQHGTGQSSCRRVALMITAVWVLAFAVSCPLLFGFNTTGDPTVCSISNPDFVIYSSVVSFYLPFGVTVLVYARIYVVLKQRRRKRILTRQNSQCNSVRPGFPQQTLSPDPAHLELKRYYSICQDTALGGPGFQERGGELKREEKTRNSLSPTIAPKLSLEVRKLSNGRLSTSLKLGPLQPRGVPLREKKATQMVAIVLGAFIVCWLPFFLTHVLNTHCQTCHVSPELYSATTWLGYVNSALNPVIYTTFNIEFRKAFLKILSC
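Cells at 1500/well, incubated overnight, then treated with pinned compounds (dopamine as control) for 90 min at 37 degrees C. DiscoveRx reagent added for 30 - 60 minutes at room temperature; luminescence read.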
DRD3 antagonist = qHTS of D3 Dopamine Receptor Antagonist: qHTS. AID 652054, 2013. D3R cells, DiscoveRx beta-arrestin luminescence, antagonist mode; active compounds read low. actives 2.5% (n = 360,000). max response, negative = inhibition, %; in the data active means max response below about -50%; inconclusive means no clear call, values can overlap the other calls; further: on the % scale 0 is the no-effect control and ±100 the full control effect; mostly tested at two doses, the higher about 12 µM
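Cells plated overnight at 1500 cells/well, then exposed to library compounds with dopamine controls for 90 minutes at 37 degrees C. DiscoveRx reagent added for 30–60 minutes at room temperature; luminescence read, quantitative HTS format.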
* marks the source's active call; other numbers are inactive results; i = inactive; ? = inconclusive; · = not tested or not shown; [ ] = remark or other dose. Unless noted, the call rests on the fitted dose curve; in most records, active means well fitted curve in the direction sought with a large enough effect; inconclusive means small, poorly fitted or top-dose-only effect, or another doubt; inactive means no such curve, though single readings can be large; an effect the other way counts as inactive or inconclusive. This is a subset (hit frequency here may not be typical).

item	compound	GLP1R ag	KB-V1 cytotox	aSyn yeast inh	HEK293 tox	GLP1R inv ag
1	O=C(Nc1ccc2c(c1)OCO2)C1CCN(S(=O)(=O)Cc2ccccc2)CC1	-5%	-16%	0%	-1%	?
2	CC(=O)Nc1ccc(S(=O)(=O)NNC(=O)c2cc3c4ccccc4n(C)c3s2)cc1	-2%	-6%	-5%	5%	2%
3	O=C1C[C@@H](c2ccc(O[C@@H]3O[C@H](CO)[C@@H](O)[C@H](O)[C@H]3O)cc2)Oc2cc(O)ccc21	0%	?	-6%	1%	5%
4	Cc1ccc(Cn2c(CCNc3nc(-c4ccc(Cl)c([N+](=O)[O-])c4)cs3)nc3cc(Cl)c(Cl)cc32)cc1	-1%	1%	3%	-17%	?
5	CCN(Cc1ccncc1)Cc1c(O)ccc2cc(Br)ccc12	0%	0%	10%	7%[7.66 µM]	-20%[7.66 µM]
6	Cc1ccc(S(=O)(=O)N(C)c2ccc(OC(=O)CN3C(=O)NC4(CCCC4)C3=O)cc2)cc1	4%	-5%	6%	-6%	-1%
7	CCCCOc1ccc(C(=O)NNC(=O)C2C3CCC(C3)C2C(=O)O)cc1 (stereo not drawn)	3%	10%	-13%	-22%	?
8	CC(C)C(=O)NNC(=O)c1c(O)c2ccccc2[nH]c1=O	-4%	-12%	-8%	-1%	-1%
9	O=C(OCc1ccccc1F)c1cc2ccccc2cc1O	18%	?	-2%	-4%	-20%
10	O=C(CSc1nc2c(c(=O)n1-c1ccc(F)cc1)SCC2)N1CCCC1	4%	?	-1%	35%[activator]	3%

item	PTHR1 ag	TDP-43 yeast inh	D3 ag	DRD3 antagonist
1	-5%[57.5 µM]	-10%	4	-10
2	i	0%	-1	?
3	i	11%	-9	?
4	-10%	3%	0	-13
5	i	-2%[9.22 µM]	3	6
6	i	-13%	-4	9
7	-4%	-18%	-7	-13
8	2%	-32%[inhibitor]	-8	-20
9	-13%	0%	1	4
10	3%	-18%	2	0

New compounds follow
item	compound	GLP1R ag	KB-V1 cytotox	aSyn yeast inh	HEK293 tox	GLP1R inv ag
11	CCCC(c1nnnn1C(C)(C)C)N1CCN(Cc2ccccc2)CC1 (stereo not drawn)	8%	-23%	1%	1%	-15%
12	COc1cc(OC)cc(C(=O)NCC(=O)OCc2nc3ccccc3s2)c1	15%	-9%	1%	11%	21%
13	c1ccc(-c2nn3c(Cn4nnc5ccccc54)nnc3s2)nc1	12%	18µM*	0%	2%	0%
14	O=C(CCC1CCCN(C(=O)c2ccc3c(c2)OCO3)C1)N1CCN(c2ccccn2)CC1 (stereo not drawn)	9%	-1%	0%	-1%	-16%
15	CC[C@]12C(=O)N(C)C[C@H]([C@@H]3C(=O)N(C)C(=O)[C@@H]31)N2C(=O)c1ccccc1	6%	0%	-13%	19%	14%
16	CS(=O)(=O)Nc1ccc2c3c(cccc13)CC2	-4%	22%	5%	-14%	-1%
17	CC(C)(C)OC(=O)C[C@H]1C/C=C\C[C@@H](CC(=O)N[C@@H](CO)Cc2ccccc2)C(=O)NC[C@@H](c2ccccc2)OC1=O	2%	?	4%	?	26%
18	CC(C)CC(=O)/C=C/n1c(=S)oc2ccccc21	7%	?	-2%	?	42%[activator]
19	CS(=O)(=O)c1ccc(Cl)c(NC(=O)COC(=O)c2c(Cl)cccc2Cl)c1	2%	-6%	?	-6%	28%
20	CCOC(=O)C1CCN(C2=C(NS(=O)(=O)c3ccc(Cl)cc3)C(=O)c3ccccc3C2=O)CC1	6%	-26%	2%	-26%	?

item	PTHR1 ag	TDP-43 yeast inh	D3 ag	DRD3 antagonist
11	-2%	-3%	-9	-5
12	-22%	11%	3	-5
13	-2%[57.5 µM]	-15%	-5	-9
14	-36%[inhibitor]	-8%[0.397 µM]	-9	-1
15	-14%	?	2	-17
16	i	3%	4	24
17	-22%	8%	23	12
18	-29%	11%	-21	-28
19	-18%	4%	-4	-10
20	-44%[inhibitor]	-34%[inhibitor]	-10	-28

Other entries follow.
item	compound	GLP1R ag	KB-V1 cytotox	aSyn yeast inh	HEK293 tox	GLP1R inv ag
21	CCNC(=O)NC(=O)C(C)OC(=O)c1cccn1C (stereo not drawn)	-6%	23%	-3%	1%	-4%
22	O=C1CSc2ccc(C(=O)Nc3cccc(S(=O)(=O)Nc4ccc(Br)cc4)c3)cc2N1	0%	-30%	-7%	?	?
23	CCC1=C/C(=C/c2sc3ccccc3[n+]2CC)CC(C)(C)C1	8%	?	4%	-14%	-29%
24	COCCN(CC(=O)NCc1ccccc1)C(=O)CCC(=O)Nc1nccs1	-14%	-6%	5%	-12%	0%
25	COc1ccc(CC(=O)NCc2nnc(SCC(=O)Nc3nccs3)n2-c2ccccc2)cc1	-3%	-2%	-5%	-21%	5%
26	OC(CCN1CCCCC1)c1ccc(-c2ccccc2)cc1 (stereo not drawn)	8%	29%	0%	2%	?
27	CCc1nc2c(OCC3CCCCC3)cccn2c1N(C)C(=O)c1ccccc1F	-2%	?	9%	5%	?
28	CNc1nc(-c2ccccc2)c2sccc2n1	24%	-19%	2%	2%	19%
29	Cc1sc2ncnc(N[C@@H](Cc3ccccc3)C(=O)O)c2c1C	2%	21%	-3%	2%	-1%
30	Cc1ccc(C)c(N2CCN(c3nc4ccccc4c(=O)n3Cc3ccccc3)CC2)c1	-2%	15%	-4%	4%	7%

item	PTHR1 ag	TDP-43 yeast inh	D3 ag	DRD3 antagonist
21	-27%	-13%	-4	-26
22	-41%	-14%	3	6
23	-24%	-30%	6	6
24	i	5%	1	1
25	-7%	-1%	-3	-15
26	-8%	2%	-3	2
27	-24%	-6%	-4	-57*
28	?	?	-13	-74*
29	-6%	-11%	-7	-7
30	8%	16%	-2	-10

The listing continues:
item	compound	GLP1R ag	KB-V1 cytotox	aSyn yeast inh	HEK293 tox	GLP1R inv ag
31	COc1ccc(CCN2C(=O)CCC2(C)C(=O)NCc2cccnc2)cc1OC (stereo not drawn)	2%	2%	-3%	0%	0%
32	Cc1cccnc1NC(=O)Cn1nc(C)c([N+](=O)[O-])c1C	-10%	15%	2%	-2%	5%
33	CCOC(=O)CCN(Cc1cccs1)S(=O)(=O)c1ccc(F)cc1	0%	-3%	5%	8%	1%
34	COc1cc(NC(=O)NCCn2nnc3cc(S(=O)(=O)N(C)C)ccc32)cc(OC)c1OC	·	?	·	3%	-3%
35	CCCNC(=S)Nc1ccc(F)cc1F	-2%	-16%	-9%	-1%	-14%
36	O=C(O)/C=C/C(=O)NC1CCCCCCCCCCC1	3%	-5%	8%	15%	?
37	O=C(NCCn1cccn1)C1CCC(=O)N(CCc2ccccc2)C1 (stereo not drawn)	-9%	-1%	-7%	1%	10%
38	Cc1ccc2oc(=O)c3cnn(CC(=O)N4CCN(c5cccc(Cl)c5)CC4)c3c2c1	·	22%	·	0%	12%
39	CN(C)c1ccc(/C=N\NC(=O)c2ccc(Cn3cc(Cl)cn3)cc2)cc1	6%	-33%	-6%	12%	-11%
40	COc1ccccc1C(=O)NCCCNC(=O)c1cccnc1	-1%	-14%	-10%	-13%	4%

item	PTHR1 ag	TDP-43 yeast inh	D3 ag	DRD3 antagonist
31	?	-15%	-5	-9
32	i	12%	1	4
33	i	-22%	-1	-30
34	i	11%	6	·
35	-18%	14%	2	19
36	-10%	7%	-17	-11
37	i	13%	4	0
38	i	18%	3	·
39	-66%[inhibitor]	-12%	-9	?
40	i	-22%	-8	-21

Looked up above:
`O=C(Nc1ccc2c(c1)OCO2)C1CCN(S(=O)(=O)Cc2ccccc2)CC1` @ TDP-43 yeast inh = -10%
`Cc1cccnc1NC(=O)Cn1nc(C)c([N+](=O)[O-])c1C` @ TDP-43 yeast inh = 12%
`COCCN(CC(=O)NCc1ccccc1)C(=O)CCC(=O)Nc1nccs1` @ TDP-43 yeast inh = 5%
`Cc1ccc2oc(=O)c3cnn(CC(=O)N4CCN(c5cccc(Cl)c5)CC4)c3c2c1` @ D3 ag = 3

The list continues:
item	compound	GLP1R ag	KB-V1 cytotox	aSyn yeast inh	HEK293 tox	GLP1R inv ag
41	CNC(=S)NNc1nncc2ccccc12	2%	3%	-2%	?	?
42	Cc1ccccc1NC(=O)C1C2CC/C=C\CCC21 (stereo not drawn)	15%	1%	-4%	-7%	-5%
43	O=C(Nc1nnc(-c2ccccc2F)s1)C1CCN(S(=O)(=O)c2ccc(Cl)cc2)CC1	0%	?	-5%	-1%	17%
44	O=C1[C@H](Cc2ccccc2)NCCCC[C@@H](c2ccc(Cl)cc2)N1Cc1ccc(Cl)cc1	3%	?	-21%	-2%	7%
45	CC(=O)Nc1cccc(-c2cccc3nccn23)c1	10%	2%	2%	0%	2%
46	Cc1cc(-c2ccc(C)c(S(=O)(=O)NCc3cccs3)c2)on1	·	?	·	-15%	?

item	PTHR1 ag	TDP-43 yeast inh	D3 ag	DRD3 antagonist
41	-11%	29%	1	3
42	i	-29%	-9	-3
43	-19%	-2%	5	13
44	-22%	16%	2	-5
45	-21%	14%	1	12
46	-21%	23%	-8	·

Rewritten screen by screen: three of the compounds above
(39) CN(C)c1ccc(/C=N\NC(=O)c2ccc(Cn3cc(Cl)cn3)cc2)cc1
(40) COc1ccccc1C(=O)NCCCNC(=O)c1cccnc1
(41) CNC(=S)NNc1nncc2ccccc12

entry no.	39	40	41
GLP1R ag	6%	-1%	2%
KB-V1 cytotox	-33%	-14%	3%
aSyn yeast inh	-6%	-10%	-2%
HEK293 tox	12%	-13%	?
GLP1R inv ag	-11%	4%	?
PTHR1 ag	-66%[inhibitor]	i	-11%
TDP-43 yeast inh	-12%	-22%	29%
D3 ag	-9	-8	1
DRD3 antagonist	?	-21	3
